# MC4R antag cAMP: antagonists of human melanocortin 4 receptor (MC4R); P32245; 0.48% of 360,000 active; MC4R-expressing cells, MTII-stimulated cAMP, LANCE TR-FRET; inhibition, % at 6.5 µM;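 active = inhibition above its plate's cutoff, the mean of tested wells on that plate plus 3 SD, cut at about 29% in these data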;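 note: 0% = Melanotan II alone and 100% = Melanotan II plus saturating MCL0020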
# Target sequence (P32245 whole entry, looked up): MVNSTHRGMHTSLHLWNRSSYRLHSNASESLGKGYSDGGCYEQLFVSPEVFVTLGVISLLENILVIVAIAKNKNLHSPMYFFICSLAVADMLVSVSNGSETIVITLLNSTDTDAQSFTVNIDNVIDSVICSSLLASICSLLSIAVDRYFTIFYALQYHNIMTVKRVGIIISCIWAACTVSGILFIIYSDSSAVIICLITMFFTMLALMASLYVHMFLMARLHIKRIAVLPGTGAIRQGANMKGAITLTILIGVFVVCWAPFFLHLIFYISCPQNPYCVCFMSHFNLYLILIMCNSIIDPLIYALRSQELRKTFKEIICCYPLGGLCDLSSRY
#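 Material: U2OS-MC4R stable cell line | Reagent: Melanotan II challenge after compound preincubation | Doses: One concentration, 6.5 µM nominal | Incubation: 30-min compound preincubation, 1-h Melanotan II challenge, 1-h detection, room temperature | Signal: TR-FRET cAMP assay | Replicates: One well per compound, no replicates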
# MC4R barr agon: human MC4R agonism via beta-arrestin; P32245; AID 540308; U2OS MC4R beta-arrestin complementation, luminescence; percent of melanotan II response, DMSO zero; 0.98% of 360,000 active; activation, % at 8.9 µM;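 active = activation above a per-plate cutoff, the mean activation of sample wells on that plate plus 3 SD, cut at about 8% in these data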
# N-glyco inh: N-linked glycosylation inhibition; D54 ERlucT glycosylation luciferase reporter, 24 h; percent of 100 nM tunicamycin response; reporter increase, % at 12.5 µM; 0.23% of 360,000 active; AID 588692;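 active = mean luciferase reporter signal, scaled so untreated is 0 and the glycosylation-blocking control 100, at or above a set limit in every replicate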;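 note: luciferase carries N-glycosylation sites so blocking glycosylation raises the light; 0% = median of neutral control wells and 100% = median of 100 nM tunicamycin wells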
# H9c2 protect: protects H9c2 cardiomyocytes from peroxide injury; 0.63% of 360,000 active; H2O2 injury protection, ATPLite, 2 h; protection from H2O2 cell death, % at 20 µM; AID 588492;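 active = compounds giving at least 50% protection of heart cells from peroxide-induced death in the single-dose screen, raw or plate-pattern-corrected value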;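 note: 0% = DMSO wells with peroxide and 100% = DMSO wells without peroxide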
# hiPSC survival: increases survival of single human iPS cells. survival enhancement, % at 20 µM. AID 602274. 0.044% of 360,000 active. hiPSC single-cell survival, ATPlite luminescence; 100% = ROCK inhibitor wells, 0% = DMSO; in the data active = survival enhancement above about 18%;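 note: cells exposed to compounds for 16 hours before the ATP read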
# ABCB6 inh 2: inhibitors of human ABC transporter ABCB6. Q9NP58. K562-ABCB6 porphyrin accumulation, flow cytometry, 1 h; active compounds read low. fluorescence ratio to DMSO, % at 10 µM. 0.19% of 360,000 active. AID 602162;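 active = fluorescence ratio to DMSO below 75%, the collection mean minus 3 SD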;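 note: signal is porphyrin accumulated inside mitochondria; 100% equals median channel fluorescence of DMSO control wells; lower ratio means ABCB6 inhibition with less porphyrin fluorescence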
# ABHD5 PLIN5 PPI: blocks binding of human ABHD5 to perilipin-5. Split G. princeps luciferase complementation, luminescence, 4 h. inhibition, % at 4 µM. 0.78% of 360,000 active;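 active = inhibition above the mean inhibition across every tested compound plus 3 SD, cut at about 22% in these data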;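 note: 0% = DMSO only wells and the 100% control is not disclosed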
# Exocytosis inh: blocks lytic granule exocytosis; inhibition, % at 10 µM; 0.66% of 360,000 active; TALL-104 LAMP-1 surface exposure, flow cytometry; cells stimulated with thapsigargin and PMA;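 active = inhibition above about 55%, limit read from the data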
# aDG glyco act: increases alpha dystroglycan glycosylation; activation, % at 10 µM; 0.22% of 360,000 active; AID 624168; Pro5-aDG cells, alpha-DG glycosylation AlphaScreen (IIH6); 0% Pro5, 100% B10-LARGE cell signal;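 active = activation of at least 8% versus controls, or a plate z-score of at least 8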;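 note: Pro5 are CHO cells carrying HIG-tagged alpha-DG that lacks glycosylation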
# m5-HT2A agonist: agonists of mouse serotonin 5-HT2A receptor (HTR2A) | CHO-K1 mHTR2A beta-arrestin complementation, luminescence; percent of 30 µM serotonin response | activation, % at 7.6 µM | AID 624169 | P35363 | 0.66% of 360,000 active;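 active = activation above a run cutoff, the mean activation of all tested compounds plus 3 SD, cut at about 14% in these data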;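 note: 0% = plate median of compound wells and 100% = 30 µM serotonin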
# Target sequence (P35363 whole entry, looked up): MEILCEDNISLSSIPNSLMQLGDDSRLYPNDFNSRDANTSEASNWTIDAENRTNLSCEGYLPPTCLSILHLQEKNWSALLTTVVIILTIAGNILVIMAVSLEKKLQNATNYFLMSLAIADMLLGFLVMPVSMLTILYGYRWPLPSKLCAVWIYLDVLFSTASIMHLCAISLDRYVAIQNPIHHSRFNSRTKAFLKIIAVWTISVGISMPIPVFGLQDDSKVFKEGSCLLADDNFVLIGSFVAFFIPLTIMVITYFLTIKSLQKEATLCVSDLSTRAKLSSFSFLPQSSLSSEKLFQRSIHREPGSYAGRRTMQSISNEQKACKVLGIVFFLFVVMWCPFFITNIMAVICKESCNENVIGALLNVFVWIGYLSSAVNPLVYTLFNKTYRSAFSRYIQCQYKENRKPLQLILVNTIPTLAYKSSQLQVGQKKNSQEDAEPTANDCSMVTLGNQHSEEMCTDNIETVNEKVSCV
# * = called active by the depositor; . = not tested or not shown.
SMILES,MC4R antag cAMP,MC4R barr agon,N-glyco inh,H9c2 protect,hiPSC survival,ABCB6 inh 2,ABHD5 PLIN5 PPI,Exocytosis inh,aDG glyco act,m5-HT2A agonist
O=C(NC1CCCCC1)C(c1ccc(-c2ccccc2)cc1)n1c(=O)c(-c2ccco2)nc2ccccc21 (stereo not drawn),.,.,.,.,.,.,79*,-7,-0.2,4
O=C(CCc1nc2ccccc2c(=O)[nH]1)N1CCN(S(=O)(=O)c2cc(Cl)ccc2Cl)CC1,10,-0.3,0,61*,-0.4,101,-7,3,0.0,-1
Cc1cccc(N(CC(=O)NC2CCCCC2)C(=O)CCCC(=O)Nc2ccccn2)c1C,16,1.3,-1,-6,-0.4,100,-7,7,-0.2,4
CC1=C(C#N)C(Nc2cc(C)ccn2)(C(F)(F)F)C(=O)N1 (stereo not drawn),10,-1.8,1,3,6.2,102,-2,1,-0.2,1
COc1cc(C(=O)NCC(=O)NC(C)CCc2ccccc2)cc(OC)c1OC (stereo not drawn),11,-3.2,1,-3,2.0,96,0,22,0.3,5
CC(=O)N1CCCc2cc(S(=O)(=O)N3CCCC3)ccc21,-1,-0.3,2,0,-0.5,95,11,0,0.2,10
NS(=O)(=O)c1ccc(NC(=S)NC2CC2)cc1,7,-0.6,2,-12,0.8,98,-1,0,0.1,-2
C=CCn1c(SCC(=O)Nc2cccc3ccccc23)nc(O)c(CC)c1=O,5,-0.4,2,-6,-0.4,101,-2,6,0.0,-3
CCN(CC(=O)NCCc1ccc(S(N)(=O)=O)cc1)Cc1ccccc1,-3,1.1,-2,-6,-0.3,94,-4,-1,0.4,3
Cn1c(/C=C/c2ccc(Br)cc2)nc2ccccc2c1=O,26,9.0*,5,0,-0.4,98,9,4,0.1,5
Cc1ccc(S(=O)(=O)NC(=O)C2(C)CCN2C(=O)C2(c3ccc(Cl)cc3)CC2)nc1 (stereo not drawn),6,-0.2,1,-3,-1.3,95,4,3,0.0,4
Cc1nn(Cc2c(F)c(F)c(F)c(F)c2F)c(C)c1NC(=O)c1c(-c2ccccc2)nn(-c2ccccc2)c1C,-4,2.3,-6,17,-3.1,38*,3,0,0.4,2
CSC1=NCCN1C(=O)COc1ccc2ccccc2c1,18,0.5,2,3,-2.6,101,-6,-2,-0.2,-1
Cc1c(Cl)cccc1NC(=O)Cn1cccc1,-1,-1.3,1,6,-1.4,111,5,3,0.6,-4
Cc1ccccc1NC(=O)Cn1nc(C)c2ccccc2c1=O,0,-0.5,2,4,0.2,102,-2,0,-0.1,3
Cc1cc(OCC(=O)N2CCN(c3ccccc3)CC2)c2c(C)cc(=O)oc2c1,-3,1.8,-2,-7,-0.3,104,2,-1,-0.1,7
Cc1cc(OCC(=O)NCc2ccncc2)c2c(C)cc(=O)oc2c1,19,1.6,0,-3,-0.3,104,0,-2,-0.3,3
COc1ccc(Cl)cc1NC(=O)CN1CCN(S(=O)(=O)N2CCOCC2)CC1,1,-1.6,-2,-2,0.6,92,5,-9,0.2,-3
COC(=O)c1ccc(CSc2nc3cc(Cl)ccc3s2)o1,0,3.2,-1,-2,-2.8,103,-6,-1,0.6,2
CCCCCCCN1CCC(=O)N([C@H](CO)c2ccccc2)CC1,-2,-0.6,-2,-12,0.7,100,5,8,-0.1,-8

# Some of the entries above, reformatted.
# Screens in order – MC4R antag cAMP	MC4R barr agon	N-glyco inh	H9c2 protect	hiPSC survival	ABCB6 inh 2	ABHD5 PLIN5 PPI	Exocytosis inh	aDG glyco act	m5-HT2A agonist
Cc1nn(Cc2c(F)c(F)c(F)c(F)c2F)c(C)c1NC(=O)c1c(-c2ccccc2)nn(-c2ccccc2)c1C
→ -4	2.3	-6	17	-3.1	38*	3	0	0.4	2
CSC1=NCCN1C(=O)COc1ccc2ccccc2c1
→ 18	0.5	2	3	-2.6	101	-6	-2	-0.2	-1

# New compounds follow:
SMILES,MC4R antag cAMP,MC4R barr agon,N-glyco inh,H9c2 protect,hiPSC survival,ABCB6 inh 2,ABHD5 PLIN5 PPI,Exocytosis inh,aDG glyco act,m5-HT2A agonist
COc1ccc(-c2ccc(=O)n(Cc3c(F)cccc3Cl)n2)cc1,-7,1.9,-6,-4,-0.3,95,-6,23,0.2,-8
C[C@@H]1Cn2cnc(C(=O)Nc3ccc(CNC(=O)OC(C)(C)C)cc3)c2C(=O)N1,14,2.4,1,-13,0.9,110,8,4,0.5,1
CCOC(=O)c1cnc2c(cnn2C)c1NCc1ccc(OC)cc1,18,-1.4,0,-11,-0.5,99,-1,4,1.3,4
CCCCN(C(=O)COC(=O)c1sccc1C)c1c(N)n(CCC)c(=O)[nH]c1=O,17,-2.4,3,-2,-1.1,103,-8,-2,-0.3,1
CCOC(=O)c1c(CN(CC)CC)oc2cc(Br)c(O)cc12,0,1.5,-1,13,0.0,100,0,0,-0.1,-2
COc1ccc(-n2ncc(C(=O)N3CCN(c4ccc(F)cc4)CC3)c2C)cc1,7,-1.4,-2,1,1.1,96,-7,27,0.1,-3
CCOc1ccc(C(C)=O)cc1CSc1nnc(-c2cccs2)n1CC1CCCO1 (stereo not drawn),-6,-1.6,-2,10,-0.8,150,4,2,-0.1,-4
N=c1c(C(=O)NCC2CCCO2)cc2c(=O)n3ccccc3nc2n1Cc1ccc(Cl)cc1 (stereo not drawn),-4,2.0,0,23,-0.5,96,11,-2,0.5,1
O=C(NCc1ccco1)C(=O)NCC1OCCCN1S(=O)(=O)c1ccc(F)cc1 (stereo not drawn),-3,-0.1,-1,-4,1.0,91,3,-1,0.0,7
O=S(=O)(Nc1ccccc1N1CCOCC1)c1cccs1,7,-4.2,2,1,0.2,98,2,-2,0.2,0
O=C(COc1ccc(CNC[C@H]2O[C@@H](n3ccc(=O)[nH]c3=O)[C@H](O)[C@@H]2O)cc1)Nc1nccs1,.,.,2,11,-0.8,96,3,-6,0.1,1
CCC(C)c1ccc(S(=O)(=O)N2CCN(C(C)C(=O)NC3CCCC3)CC2)cc1 (stereo not drawn),1,-1.2,-3,-4,-0.2,87,-10,-15,0.6,3
CCc1ccc(N2C(=O)/C(=C/c3cccs3)N(CC(=O)OC)C2=S)cc1,2,9.1*,3,-3,-1.9,98,5,4,2.9,-3
Cc1cc(NC(=O)CCSc2nc(-c3ccco3)cc(C(F)(F)F)n2)no1,8,9.9*,0,-3,3.4,92,-2,0,0.1,2
CC(NC(=O)C(c1ccccc1)c1ccccc1)C(=O)N1CCCCC1 (stereo not drawn),-1,1.4,-3,5,-2.4,104,5,-1,-0.2,2
Cc1onc(-c2ccccc2Cl)c1C(=O)N1CCN(c2ncccn2)CC1,6,-5.0,1,6,-0.7,98,5,5,0.0,-2
COCCCn1c(=O)c2ccccc2c2ccccc2c1=O,5,0.3,-4,8,-2.0,108,2,-2,-0.2,-6
COCCOC(=O)c1[nH]c2c(c1C)C(=O)CC(c1cc(OC)c(OC)c(OC)c1)C2 (stereo not drawn),7,-1.7,1,-11,0.6,71*,5,-4,0.9,12
O=C(Nc1cc(C(F)(F)F)ccc1N1CCCC1)c1ccc2c(c1)OCO2,13,1.2,0,-4,-2.9,97,5,12,-0.1,-4
CC(C(=O)Nc1ccc(C(F)(F)F)cc1)N(C)CC(=O)N1CCN(Cc2ccccc2)CC1 (stereo not drawn),-7,0.0,-2,-10,-1.5,97,-5,-1,0.0,0
O=C(CC1(CC2=NS(=O)(=O)c3ccccc3N2)CCCC1)NCCc1ccccc1,1,-0.2,-2,11,-0.5,102,-2,2,0.1,0
COc1cc(C2c3cc4c(cc3C(O)C3COCC23)OCO4)cc(OC)c1OC (stereo not drawn),3,0.3,15,1,1.4,99,6,15,-0.1,5
CCNC(=O)C1(C)CCCN(CCOc2ccc(OC)cc2)C1 (stereo not drawn),-7,-1.9,-5,11,3.4,95,-2,10,-0.1,3
O=C(CNC(=O)c1ccc(Cl)cc1)Nc1ccccc1C(F)(F)F,0,1.6,0,-2,-0.3,97,-9,-1,-0.1,-3
CC(Sc1nnc(-c2cccs2)n1Cc1ccccc1)C(=O)NCc1ccc2c(c1)OCO2 (stereo not drawn),3,-1.4,-2,-8,1.7,95,9,1,0.0,3
COc1cc(C(=O)NCCOc2cc(C)cc(C)c2)c(Br)c(OC)c1OC,1,-2.8,10,6,-3.1,192,-7,-19,0.0,-1
COc1cc(OC)cc(C(=O)NCC(=O)OCC(=O)/C=C2/N(C)c3ccccc3C2(C)C)c1,-2,-0.9,-1,-16,-0.5,250,0,28,2.1,0
CCS(=O)(=O)c1nc(S(=O)(=O)c2ccc(C)cc2)c(N2CCN(CCO)CC2)s1,5,1.1,-1,4,-0.1,90,-5,0,0.0,2
CC12CCC(=O)N1C(C(=O)OCc1c(Cl)cccc1Cl)CS2 (stereo not drawn),9,-0.2,4,-2,-0.1,96,6,16,0.0,1
O=C(c1ccco1)c1cn(CC(=O)N2CCCCC2)c2ccccc12,1,-1.4,0,7,-3.5,102,5,0,0.0,-2
CCc1c(C)c(C#N)c2nc3ccccc3n2c1NCCN(C)C,1,-1.9,-2,4,0.4,96,1,-1,-0.2,-3
Cc1ccc2nc(NC(=O)CCCC(=O)O)sc2c1,3,-1.2,-1,-14,-1.1,104,1,-2,0.1,1
COc1cc(OC)cc(C(=O)OCC(=O)NCc2ccco2)c1,4,-1.4,1,2,-0.5,97,8,-2,0.0,8
CC1CC(C)CN(C(=O)c2cccc(S(=O)(=O)N3c4ccccc4CC3C)c2)C1 (stereo not drawn),-2,-1.1,-5,-7,-0.4,96,0,-3,0.6,2
O=C1CNC(=S)N1Cc1ccccc1,-2,-0.5,0,-6,-0.3,101,3,-3,-0.4,-2
CC[C@]12c3[nH]c4ccccc4c3CCN1C(=O)C(CC(=O)NCc1ccco1)C[C@@H]2C(=O)N1CCN(C(=O)C2CC2)CC1 (stereo partly drawn),9,-1.1,1,6,-1.2,95,-4,1,0.1,-4
COC(=O)C[C@H]1CC[C@H](NC(=O)Nc2ccccc2F)[C@@H](CO)O1,.,.,.,.,.,.,3,-4,0.4,-3
CCn1c(=N)n(CC(=O)c2cccc(OC)c2)c2ccccc21,6,-0.2,-2,9,-1.6,137,4,-3,4.7,-5
Cc1cccnc1NS(=O)(=O)c1ccccc1,1,-1.4,1,14,-2.1,92,6,-1,-0.1,8
Cc1cccc(/C=C2\CCC(=C3SCCCS3)C2=O)c1,16,0.6,-18,-39,-3.2,101,4,1,-0.2,-3
CCc1nnc(NC(=O)c2ccc(S(=O)(=O)N3CCCC3)cc2)s1,23,-1.2,2,5,-0.1,96,3,-13,-0.1,6
CCC(=O)NC(=S)Nc1cccc(NC(=O)c2ccco2)c1,0,-2.7,2,-3,2.2,90,2,0,-0.2,-2
CCSc1nc2ccccc2n1CC(N)=O,0,0.0,0,-4,-0.2,91,-3,-2,-0.1,-1
NC(=O)CCN1CCN(S(=O)(=O)/C=C/c2ccccc2)CC1,14,0.2,0,-1,-0.4,104,-5,-7,0.0,-4
Cc1cc(Oc2ccccc2)nc(OCC#N)n1,-1,-1.6,1,3,8.2,98,-3,0,-0.2,0

# Look-ups from the results shown:
# Under MC4R antag cAMP, NC(=O)CCN1CCN(S(=O)(=O)/C=C/c2ccccc2)CC1 has 14
# Under H9c2 protect, CCSc1nc2ccccc2n1CC(N)=O has -4

# Random draw from the library; 4.5% or so of the library scored in one or more.
